Tau fibril FP = blocks human tau fibril formation measured by polarization. K18 P301L tau heparin fibrillization, Alexa594 FP, 6 h. Potency, µM (top dose mostly 57.7 µM), for inactives: top-dose activity, negative = inhibition, actives largely listed as inhibitors. P10636. 280,000 compounds, 0.39% hits; note: % is set by controls: 0 for no effect and ±100 for the full control effect; nearly all actives have a fitted effect of over 55% in size
Target sequence (P10636 561-689 P618L limits assumed): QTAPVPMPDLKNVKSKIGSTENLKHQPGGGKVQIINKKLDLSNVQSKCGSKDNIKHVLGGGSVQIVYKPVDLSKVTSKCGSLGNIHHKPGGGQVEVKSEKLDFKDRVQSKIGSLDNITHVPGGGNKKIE
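FP of Alexa 594-tau after heparin (20 uM) induction. Substrate: human K18 P301L, 15 uM unlabeled, 0.24 uM labeled. Buffer 100 mM sodium acetate pH 7. 6 hr, 37 C.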
GAA glycogen = alters human alpha-glucosidase cleavage of glycogen | recombinant GAA, glycogen substrate, Amplex Red glucose oxidase fluorescence | Potency, µM (top dose mostly 76.4 µM), for inactives: at the highest dose activity change, negative = inhibition, most hits filed as inhibitors | 300,000 compounds, 0.38% hits | AID 2100;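 note: 0% = full enzyme reaction and -100% = no-enzyme basal signal; the screen sought inhibitors and activators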
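Recombinant enzyme (4 nM final) with compounds titrated up to 77 uM and bovine liver glycogen (30 ug) in citrate pH 5.0, 0.01% Tween-20, 37 C 40 min. Released glucose detected by Amplex Red/glucose oxidase (Ex 573/Em 610); AC50 from Hill fits.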
GAA spleen mod = lysosomal alpha-glucosidase (human) modulation; AID 2112; human spleen homogenate, 4-MU-alpha-glucoside fluorescence; Potency, µM (top dose mostly 79.9 µM), for the others: top-dose activity change, negative = inhibition, actives largely listed as inhibitors; 240,000 compounds, 0.006% hits;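 note: 0% = enzyme with vehicle and -100% = no enzyme basal signal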
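AC50 values come from Hill-equation fits of concentration-response data, normalized to no-enzyme and full-activity controls. Enzyme source: 1 ug human spleen homogenate; 1 mM fluorogenic 4-MU glucoside, pH 5.0 citrate buffer, 37 C, 40 min.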
HTT cytoprotect = Huntington cell model cytoprotection by ATP luminescence; PC12 HTT-Q103 induced, cytoprotection, ATP luminescence, 40 h; Potency, µM (top dose mostly 56.4 µM), without a hit: cytoprotection (ATP increase), most hits filed as activators; 230,000 compounds, 0.14% hits;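 note: % of control where 0% means no effect; nearly all actives have a fitted effect of over 45% in size; toxic huntingtin expression switched on by the ecdysone agonist tebufenozide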
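Huntington model: PC12 line, ecdysone-inducible HTTQ103 exon1–GFP, tebufenozide 100 nM. Test articles in a dose series. Endpoint luminescence from cellular ATP.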
Tau fluor cs = counter-screen for tau fibril formation inhibitors; Potency, µM (titrated, usually from 57.7 µM), without a hit: at the top dose activity change, negative = decrease; 280,000 compounds, 0.93% hits; tau K18 P301L Alexa594 fluorescence, heparin fibrillization; note: % is set by controls: 0 for no effect and ±100 for the full control effect; nearly all actives have a fitted effect of over 55% in size
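Human tau K18 P301L (15 uM unlabeled, 0.24 uM Alexa 594-labeled) in 100 mM sodium acetate pH 7 with 20 uM heparin, 6 hr at 37 C. ThT 30 uM added, 1 hr ambient; Alexa 594 FP and total fluorescence read at 555/632 nm.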
GAA inhib = inhibitors of human lysosomal alpha-glucosidase; Potency, µM (highest dose often 76.9 µM), without a hit: top-dose activity change, negative = inhibition, actives largely listed as inhibitors; purified human GAA, 4-MU-alpha-glucoside fluorescence; 200,000 compounds, 0.005% hits; P10253; AID 1466;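 note: plate controls were uninhibited enzyme wells for no effect and no-enzyme background for full effect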
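qHTS format, compound range up to 77 uM. Human lysosomal enzyme at 4 nM, 400 uM 4-MU glucoside substrate, pH 5.0, 20 min room temperature; fluorescence after alkaline stop gives activity normalized to controls.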
Tau fibril ThT = tau fibrillization inhibition (ThT binding); P10636; recombinant tau K18 P301L, heparin-induced fibrillization, ThT fluorescence; Potency, µM (highest dose often 57.4 µM), inactives show top-dose activity, negative = inhibition, actives largely listed as inhibitors; 270,000 compounds, 2.1% hits; note: % is set by controls: 0 for no effect and ±100 for the full control effect; nearly all actives have a fitted effect of over 55% in size
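ThT emission at 510 nm, taken 1 hr after adding 30 uM dye, quantifies aggregates formed when 20 uM heparin acts on human tau K18 P301L for 6 hr at 37 C.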
aGal spleen mod = alpha-galactosidase A (human) modulation; P06280; human spleen homogenate, 4MU-alpha-Gal fluorescence, 40 min; Potency, µM (doses to about 80 µM), for the others: at the top dose activity change, negative = inhibition, most hits filed as inhibitors; 240,000 compounds, 0.008% hits; AID 2107;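 note: 0% = enzyme with vehicle and -100% = no enzyme basal signal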
Target sequence (P06280 32-429 limits assumed): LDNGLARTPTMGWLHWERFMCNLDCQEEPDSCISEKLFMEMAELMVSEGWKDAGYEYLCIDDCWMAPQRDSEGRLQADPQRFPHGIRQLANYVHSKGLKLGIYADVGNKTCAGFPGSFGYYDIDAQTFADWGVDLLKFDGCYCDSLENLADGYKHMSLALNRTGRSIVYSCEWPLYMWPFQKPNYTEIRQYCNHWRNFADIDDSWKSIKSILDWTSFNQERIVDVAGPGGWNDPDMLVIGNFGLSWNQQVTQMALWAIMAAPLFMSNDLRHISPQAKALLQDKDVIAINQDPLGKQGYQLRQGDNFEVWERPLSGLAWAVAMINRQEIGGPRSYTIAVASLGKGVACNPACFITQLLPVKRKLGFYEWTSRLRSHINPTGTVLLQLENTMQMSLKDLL
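Fluorogenic readout (Ex 365/Em 440 nm) of 4-methylumbelliferone released from 1 mM 4-MU-alpha-galactoside by spleen homogenate, 40 min at 37C, pH 5.0. Data normalized to no-enzyme and enzyme controls; Hill-equation AC50 from compound titrations.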
Active calls of the source: *; [ ] = dose if it differs, or a comment. Calls come from the whole dose curve; as a rule, active = well fitted curve in the direction sought with a large enough effect; inconclusive = small, poorly fitted or top-dose-only effect, or another doubt; inactive = no such curve, though single readings can be large; an effect the other way counts as inactive or inconclusive. Potency is the fitted concentration of half-maximal effect.

Results for CCCCC(=O)NC(c1ccccc1Cl)c1c(O)ccc2ccccc12 (stereo not drawn) ?
Tau fibril FP: 3%; GAA glycogen: -3%; GAA spleen mod: 7%; HTT cytoprotect: 8%[10 µM]; Tau fluor cs: -21%; GAA inhib: 5%; Tau fibril ThT: 0%; aGal spleen mod: 12%

How did Cc1cccc(N2C(=O)/C(=C\c3ccc(OC(F)F)cc3)c3ccccc3C2=O)c1 do in these assays?
Tau fibril FP: -2%; GAA glycogen: inconclusive; GAA spleen mod: -3%; HTT cytoprotect: -4%[10 µM]; Tau fluor cs: -11%; GAA inhib: -1%; Tau fibril ThT: -18%; aGal spleen mod: 6%

How did N#CC1=C(N)OC2=C(C(=O)CCC2)C1c1ccncc1 (stereo not drawn) do in these assays?
Tau fibril FP: -1%; GAA glycogen: 4%; GAA spleen mod: -8%; HTT cytoprotect: 18%; Tau fluor cs: -7%; GAA inhib: -3%; Tau fibril ThT: -9%; aGal spleen mod: -4%

What do the screens show for `CN(C)S(=O)(=O)N(CC(=O)Nc1ccccc1)c1ccccc1`?
Tau fibril FP: -4%; GAA glycogen: 1%; GAA spleen mod: -12%; HTT cytoprotect: 12%[10 µM]; Tau fluor cs: -6%; GAA inhib: 0%; Tau fibril ThT: -5%; aGal spleen mod: 2%

Results for Cc1cc(C)c2nc(SCC(=O)NCC3CCCO3)c(C#N)cc2c1 (stereo not drawn) ?
Tau fibril FP: 1%; GAA glycogen: 26%; GAA spleen mod: 7%; HTT cytoprotect: 10%[10 µM]; Tau fluor cs: 1%; GAA inhib: 2%; Tau fibril ThT: -1%; aGal spleen mod: 10%

Results for Cc1ccc(Cl)cc1N1CCN(C(CC(C)C)c2nnnn2CC2CCCO2)CC1 (stereo not drawn) ?
Tau fibril FP: -7%; GAA glycogen: -3%; GAA spleen mod: -3%; HTT cytoprotect: -17%[10 µM]; Tau fluor cs: -14%; GAA inhib: -7%; Tau fibril ThT: -17%; aGal spleen mod: -3%

Results for CCN(C(=O)COC(=O)c1c2c(nc3ccccc13)/C(=C/c1ccccc1)CC(C)C2)C1CCS(=O)(=O)C1 (stereo not drawn) ?
Tau fibril FP: -3%; GAA glycogen: 0%; GAA spleen mod: 8%; HTT cytoprotect: 13%[0.074 µM]; Tau fluor cs: -18%; GAA inhib: inconclusive; Tau fibril ThT: -9%; aGal spleen mod: 12%

How did Oc1ccc(F)c2cccnc12 do in these assays?
Tau fibril FP: -15%; GAA glycogen: 3%; GAA spleen mod: 4%; HTT cytoprotect: 2%; Tau fluor cs: -5%; GAA inhib: -2%; Tau fibril ThT: -12%; aGal spleen mod: 0%

How did O=C1N=C(N2CCCCC2)SC1=C1CCCC1 do in these assays?
Tau fibril FP: 7%; GAA glycogen: -5%; GAA spleen mod: -3%; HTT cytoprotect: -18%; Tau fluor cs: 6%; GAA inhib: -1%; Tau fibril ThT: -11%; aGal spleen mod: 8%

How did Cc1cc(C)c(NC(=O)CS(=O)CC(=O)NC2CCCc3ccccc32)c(C)c1 (stereo not drawn) do in these assays?
Tau fibril FP: -5%; GAA glycogen: 0%; GAA spleen mod: -6%; HTT cytoprotect: 7%; Tau fluor cs: -8%; GAA inhib: 2%; Tau fibril ThT: inconclusive; aGal spleen mod: -7%

What do the screens show for `CC1=CC(=O)c2c(O)ccc(O)c2C1=O`?
Tau fibril FP: inconclusive; GAA glycogen: inconclusive; GAA spleen mod: -4%; HTT cytoprotect: 8%[10 µM]; Tau fluor cs: inconclusive; Tau fibril ThT: inconclusive; aGal spleen mod: -8%

How did O=C(O)CSc1ncccc1C(=O)O do in these assays?
Tau fibril FP: 3%; GAA glycogen: 5%; GAA spleen mod: -5%; HTT cytoprotect: -34%[0.074 µM]; Tau fluor cs: 7%; GAA inhib: -2%; Tau fibril ThT: 11%; aGal spleen mod: -4%

Reprinted from the part before: three entries, followed by the next part.
How did Cc1cc(C)c(NC(=O)CS(=O)CC(=O)NC2CCCc3ccccc32)c(C)c1 (stereo not drawn) do in these assays?
Tau fibril FP: -5%; GAA glycogen: 0%; GAA spleen mod: -6%; HTT cytoprotect: 7%; Tau fluor cs: -8%; GAA inhib: 2%; Tau fibril ThT: inconclusive; aGal spleen mod: -7%

What do the screens show for `CC1=CC(=O)c2c(O)ccc(O)c2C1=O`?
Tau fibril FP: inconclusive; GAA glycogen: inconclusive; GAA spleen mod: -4%; HTT cytoprotect: 8%[10 µM]; Tau fluor cs: inconclusive; Tau fibril ThT: inconclusive; aGal spleen mod: -8%

How did O=C(O)CSc1ncccc1C(=O)O do in these assays?
Tau fibril FP: 3%; GAA glycogen: 5%; GAA spleen mod: -5%; HTT cytoprotect: -34%[0.074 µM]; Tau fluor cs: 7%; GAA inhib: -2%; Tau fibril ThT: 11%; aGal spleen mod: -4%

Results for Cc1cc(C)n2nc(CC(=O)NC3CCCCCC3)nc2n1 ?
Tau fibril FP: -6%; GAA glycogen: 10%; GAA spleen mod: 3%; HTT cytoprotect: -8%; Tau fluor cs: -8%; GAA inhib: -7%; Tau fibril ThT: -4%; aGal spleen mod: 3%

How did COc1ccc(S(=O)(=O)N[C@@H](Cc2ccccc2)C(=O)N2CC[C@@]3(O)CCCC[C@H]3C2)cc1 do in these assays?
Tau fibril FP: 3%; GAA glycogen: 5%; GAA spleen mod: 6%; HTT cytoprotect: 7%[0.074 µM]; Tau fluor cs: -1%; GAA inhib: 5%; Tau fibril ThT: -2%; aGal spleen mod: 3%

How did Cn1c(-c2cc3ccccc3oc2=O)nc2ccccc21 do in these assays?
Tau fibril FP: -6%; GAA glycogen: 8%; GAA spleen mod: 7%; HTT cytoprotect: 4%[10 µM]; Tau fluor cs: 2%; Tau fibril ThT: -1%; aGal spleen mod: 3%

Results for CC(=O)Cc1nsc(NC(=O)c2cc(-c3cccc(C(F)(F)F)c3)oc2C)n1 ?
Tau fibril FP: -11%; GAA glycogen: -12%; GAA spleen mod: -8%; HTT cytoprotect: 10%; Tau fluor cs: -19%; GAA inhib: -6%; Tau fibril ThT: 0%; aGal spleen mod: -4%

What do the screens show for `CC(=O)c1ccc(NC(=O)C(Cc2ccccc2)n2cccc2)cc1` (stereo not drawn)?
Tau fibril FP: -8%; GAA glycogen: 4%; GAA spleen mod: 1%; HTT cytoprotect: 9%[10 µM]; Tau fluor cs: -2%; aGal spleen mod: 9%

Results for Cc1cc(-c2n[nH]c(=S)n2/N=C/c2ccc(Br)s2)n[nH]1 ?
Tau fibril FP: 0%; GAA glycogen: 5%; GAA spleen mod: -3%; HTT cytoprotect: -84%[inhibitor][10 µM]; Tau fluor cs: -20%; GAA inhib: 5%; Tau fibril ThT: inconclusive; aGal spleen mod: 2%

What do the screens show for `O=C(N/N=C\c1cn[nH]c1-c1ccccc1)c1cccnc1`?
Tau fibril FP: -4%; GAA glycogen: 1%; GAA spleen mod: 7%; HTT cytoprotect: -4%; Tau fluor cs: -8%; GAA inhib: -2%; Tau fibril ThT: -7%; aGal spleen mod: 7%

Results for CC(=O)c1ccc(-c2nnc(CCC(=O)N(C)Cc3c(C)nc4ccccn34)o2)s1 ?
Tau fibril FP: 1%; GAA glycogen: 11%; GAA spleen mod: 3%; HTT cytoprotect: -17%[10 µM]; Tau fluor cs: 3%; Tau fibril ThT: -6%; aGal spleen mod: -1%

Results for COc1cccc(OC)c1OCCCCN1CCCC1 ?
Tau fibril FP: 0%; GAA glycogen: 0%; GAA spleen mod: -1%; HTT cytoprotect: 4%; Tau fluor cs: 0%; GAA inhib: -6%; Tau fibril ThT: 1%; aGal spleen mod: 7%

Results for CCSc1nc2sc3c(c2c2[n+]1CC(CBr)O2)CCCC3 (stereo not drawn) ?
Tau fibril FP: -3%; GAA glycogen: 0%; GAA spleen mod: -3%; HTT cytoprotect: -9%[10 µM]; Tau fluor cs: -27%; Tau fibril ThT: -26%; aGal spleen mod: 2%

How did OCCN(Cc1ccccc1)Cc1ccc(C(F)(F)F)cc1 do in these assays?
Tau fibril FP: -12%; GAA glycogen: 1%; GAA spleen mod: -2%; HTT cytoprotect: 19%; Tau fluor cs: -19%; GAA inhib: -1%; Tau fibril ThT: -9%; aGal spleen mod: 8%

Results for C/C(=N/NC(=O)CN1CCN(S(=O)(=O)c2ccc(Br)cc2)CC1)c1cccnc1 ?
Tau fibril FP: 4%; GAA glycogen: 2%; GAA spleen mod: -14%; HTT cytoprotect: -18%[10 µM]; Tau fluor cs: -5%; GAA inhib: -3%; Tau fibril ThT: -12%; aGal spleen mod: 5%

Results for O=C(NCc1ccc2c(c1)OCO2)C1CCCN(C(=O)c2ccc(Cl)cc2)C1 (stereo not drawn) ?
Tau fibril FP: -5%; GAA glycogen: 6%; GAA spleen mod: -14%; HTT cytoprotect: -6%; Tau fluor cs: -10%; GAA inhib: -5%; Tau fibril ThT: -11%; aGal spleen mod: 4%

What do the screens show for `O=C1C2C3C=CC(C4CC34)C2C(=O)N1/N=C/c1ccc(-c2cccc([N+](=O)[O-])c2)o1` (stereo not drawn)?
Tau fibril FP: 14%; GAA glycogen: -23%; GAA spleen mod: 3%; HTT cytoprotect: 3%[0.074 µM]; Tau fluor cs: inconclusive; GAA inhib: -11%; Tau fibril ThT: inconclusive; aGal spleen mod: 3%

What do the screens show for `O=C(/C=C\c1ccccc1)Oc1cccc2cccnc12`?
Tau fibril FP: 3%; GAA glycogen: -1%; GAA spleen mod: 2%; HTT cytoprotect: -33%[10 µM]; Tau fluor cs: -14%; GAA inhib: -6%; Tau fibril ThT: -15%; aGal spleen mod: -5%

How did COc1cc(C(=O)O/N=C(\N)Cc2ccc([N+](=O)[O-])cc2)cc(OC)c1OC do in these assays?
Tau fibril FP: -2%; GAA glycogen: 9%; GAA spleen mod: 2%; HTT cytoprotect: -24%[10 µM]; Tau fluor cs: -24%; GAA inhib: -4%; Tau fibril ThT: -15%; aGal spleen mod: -6%

High-throughput results: PubChem BioAssay, National Center for Advancing Translational Sciences (NCATS)
